Screening data: PubChem BioAssay, several laboratories
TcdB inh: TcdB glycohydrolase inhibitors, primary screen, biochemical, single point, plate reader | TcdB glycohydrolase enzymatic assay | inhibition, % at 9.99 µM | actives 0.24% (n = 350,000); in the data active = inhibition above about 10%
Vc quorum ag: inducers of Vibrio cholerae quorum light production without autoinducers, primary screen, BH1578 luxS cqsA deficient, single point | V. cholerae BH1578 lux reporter, luminescence, 6 h | activation, % at 18.7 µM | actives 0.16% (n = 350,000); in the data active = activation mostly above about 9.7%, no sharp cut-off; inconclusive = no clear call, values can overlap the other calls; inactive = mostly below about 3.7%; note: not every result past the cut was called active; inactives centre near 0; reference of the scale not given here
VHR inh abs: VHR1 phosphatase inhibitors, primary screen, biochemical, absorbance, uHTS. Dual specificity protein phosphatase 3 (Homo sapiens), P51452. inhibition, % at 13.3 µM. recombinant VHR phosphatase, pNPP absorbance. actives 0.52% (n = 290,000); in the data active = inhibition above about 50%; note: some compounds called inactive have numbers as strong as hits
Target sequence (P51452 whole entry, looked up): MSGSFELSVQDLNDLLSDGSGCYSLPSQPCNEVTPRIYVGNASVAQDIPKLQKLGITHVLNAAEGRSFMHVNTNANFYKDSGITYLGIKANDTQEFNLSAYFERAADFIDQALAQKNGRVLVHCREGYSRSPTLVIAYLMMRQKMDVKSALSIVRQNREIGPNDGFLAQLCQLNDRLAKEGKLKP
Y pestis TopoI: Yersinia pestis topoisomerase I inhibitors, primary screen, biochemical, cleavage product accumulation, plate reader, single point. activity, % at 10 µM. AID 504884, 2011. Y. pestis Topo-I cleavage product accumulation. actives 0.064% (n = 360,000); in the data active = activity above about 50%, passing the limit was not always enough; inconclusive = no clear call, values can overlap the other calls; note: inactives centre near 2
PfHsp40 yeast: rescue of yeast from PfHsp40 toxicity, primary screen, S. cerevisiae, ATP luminescence; actives 0.68% (n = 340,000); S. cerevisiae expressing PfHsp40, growth rescue; growth rescue, % at 12.5 µM; in the data active = growth rescue above about 28%, passing the limit was not always enough; inconclusive = no clear call, values can overlap the other calls;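 note: yeast W303a lacking pdr1 and pdr3 grown in galactose medium; growth measured after three days at 30 °C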
MazEF act: activators of E. coli MazEF toxin-antitoxin RNase, primary screen, biochemical, fluorescence, uHTS | FAM/BHQ RNA-DNA oligo cleavage fluorescence, 5 h | actives 0.32% (n = 350,000) | Endoribonuclease toxin MazF (Escherichia coli (strain K12)), P0AE70 | activation, % at 20 µM | AID 504720, 2011; in the data active = activation above about 50%
Target sequence (P0AE70 whole entry, looked up): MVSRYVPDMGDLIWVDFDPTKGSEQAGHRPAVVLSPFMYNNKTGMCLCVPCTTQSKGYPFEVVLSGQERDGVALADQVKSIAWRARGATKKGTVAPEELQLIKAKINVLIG
SSB-PriA inh: inhibitors of Klebsiella pneumoniae PriA binding to SSB C-terminal tail, primary screen, biochemical, AlphaScreen; PriA–SSB C-terminal tail interaction (Klebsiella pneumoniae); AlphaScreen SSBct-PriA binding, biotinylated peptide; inhibition, % at 33 µM; actives 0.6% (n = 430,000); in the data active = inhibition mostly above about 37%, no sharp cut-off; inactive = mostly below about 20%;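 note: plate controls were negative control peptide for no effect and reference peptide for full effect; strong numbers were not always called active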
Rv3671c protease: Rv3671c serine protease inhibitors, primary screen, biochemical, fluorescence polarization, M. tuberculosis H37Rv | actives 0.048% (n = 320,000) | inhibition, % at 5.96 µM; in the data active = inhibition above about 38%;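 note: extracellular domain of Rv3671c used as enzyme; 0% = enzyme with DMSO and 100% = no enzyme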
3CLpro inhibitor: SARS-CoV 3CLpro protease inhibitors, primary screen, biochemical, quenched FRET; AID 1706, 2009; recombinant SARS-CoV 3CLpro, quenched FRET peptide cleavage; actives 0.14% (n = 290,000); inhibition, % at 6 µM; in the data active = inhibition above about 12%
Anthrax LF prot: Bacillus anthracis LF protease inhibitors, primary screen, biochemical, multiplex microsphere, MLPCN library. AID 588501, 2011. actives 0.12% (n = 360,000). multiplex microsphere protease cleavage assay. Lethal factor (Bacillus anthracis), P15917. inhibition, % at 10 µM; in the data active = inhibition above about 30%; inconclusive = no clear call, values can overlap the other calls; note: plate controls were buffer without enzyme for full effect and enzyme alone for no effect
Target sequence (P15917 whole entry, looked up): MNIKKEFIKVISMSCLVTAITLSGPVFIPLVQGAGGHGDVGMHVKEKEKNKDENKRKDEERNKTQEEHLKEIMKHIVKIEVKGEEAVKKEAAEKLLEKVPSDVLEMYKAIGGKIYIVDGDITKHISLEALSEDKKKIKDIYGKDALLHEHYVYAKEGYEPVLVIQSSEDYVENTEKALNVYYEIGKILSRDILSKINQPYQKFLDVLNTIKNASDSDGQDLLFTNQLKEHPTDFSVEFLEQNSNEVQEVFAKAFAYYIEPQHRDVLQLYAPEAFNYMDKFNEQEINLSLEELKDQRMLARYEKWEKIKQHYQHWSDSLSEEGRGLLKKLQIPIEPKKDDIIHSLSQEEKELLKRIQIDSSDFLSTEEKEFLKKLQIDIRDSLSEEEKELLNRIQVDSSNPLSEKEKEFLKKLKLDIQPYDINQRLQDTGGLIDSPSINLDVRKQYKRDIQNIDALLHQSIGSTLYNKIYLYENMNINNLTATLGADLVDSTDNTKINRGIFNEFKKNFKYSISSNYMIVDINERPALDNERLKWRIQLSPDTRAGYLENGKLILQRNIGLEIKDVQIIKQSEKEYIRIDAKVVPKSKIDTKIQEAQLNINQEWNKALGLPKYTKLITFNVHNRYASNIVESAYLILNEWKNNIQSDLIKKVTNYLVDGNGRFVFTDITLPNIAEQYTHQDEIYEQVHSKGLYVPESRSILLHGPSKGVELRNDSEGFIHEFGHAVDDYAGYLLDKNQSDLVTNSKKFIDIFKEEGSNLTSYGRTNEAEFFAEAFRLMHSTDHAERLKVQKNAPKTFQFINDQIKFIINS
* = called active by the depositor; i = inactive; ? = inconclusive; / = no result given; & = joins results of further samples. Only part of the results is shown. The share of hits here may be higher or lower than overall.

| structure | TcdB inh | Y pestis TopoI | MazEF act | VHR inh abs | Vc quorum ag | PfHsp40 yeast | Anthrax LF prot | Rv3671c protease | 3CLpro inhibitor | SSB-PriA inh |
| --- | --- | --- | --- | --- | --- | --- | --- | --- | --- | --- |
| O=C(Cc1ccccc1)Nc1nnc(SCC(=O)NC2CCCC2)s1 | 0.7 | 1 | 5 | 17 | i | -0.3 | -4 | -5 | -1 | 3 |
| NC(=O)c1ncn([C@@H]2O[C@H](CNCc3cnc(N4CCOCC4)s3)[C@@H](O)[C@H]2O)n1 | 2.7 | -4 | 9 | / | -0.9 | -1.5 | 2 | / | / | 5 |
| CCOc1ccc(CCNC(=O)COC(=O)C2CCN(c3ccc(C(F)(F)F)cn3)CC2)cc1OCC | 1.6 | 4 | 1 | / | i | 3.6 | -3 | -8 | / | 2 |
| O=C(O)c1cccc(NS(=O)(=O)c2cccc(C(=O)Nc3ccccc3[N+](=O)[O-])c2)c1 | -1.5 | 3 | 9 | 6 | -0.9 | -0.8 | -13 | -4 | -2 | -12 |
| COc1ccccc1C(=O)Nc1nnc([C@H]2C[C@H](O)[C@@H](CO)O2)s1 | 1.2 | 5 | / | / | -0.3 | / | -2 | / | / | / |
| O=C(CSc1nnc(COc2ccc(Cl)cc2)n1Cc1ccco1)N1CCNC1=O | 2.5 | 8 | 5 | / | -1.1 | 13 | -1 | / | / | -1 |
| COc1ccc(C(=O)NCCCSC)cc1OC1CCN(C(C)C)CC1 | 1.0 | -7 | -22 | 12 | -0.5 | 0.0 | -26 | -1 | -1 | -11 |
| Cc1ccc(CN2CCNC2=O)cc1 | -4.1 | -6 | -12 | 19 | -0.4 | 1.1 | -2 | 1 | 0 | -8 |
| CCN(CC)CCN(C(=O)/C=C/c1cccs1)c1nc2ccc(OC)cc2s1 | 1.6 | -4 | -1 | / | i | 0.0 | -2 | / | / | 2 |
| Cc1ccc(S(=O)(=O)N(C)C)cc1NC(=O)COC(=O)c1ccc(Cl)cc1 | 3.8 | 5 | 1 | -10 | -0.4 | -0.3 | 1 | 6 | 0 | -2 |
| Cc1cc(C)nc(Oc2ccc(Br)cc2)n1 | 0.3 | 1 | -1 | 17 | -0.4 | 0.2 | 2 | 3 | 0 | -12 |
| O=C(/C=C\c1ccco1)Nc1cc([N+](=O)[O-])ccc1F | / | 1 | 6 | 8 | -0.4 | -0.2 | -2 | 4 | -1 | -6 |
| Cc1ccc(C(=O)N2CCCC(c3ccc(Cl)cc3)=N2)cc1 | 1.3 | -4 | 0 | 30 | 0.1 | 3.0 | 1 | -7 | 3 | -6 |
| COCCN(C(=O)COC(=O)CSc1ccc(Cl)cc1)c1c(N)n(CC(C)C)c(=O)[nH]c1=O | 2.6 | 7 | 0 | / | i | -1.8 | 2 | / | / | -12 |
| CNc1ccccc1C(=O)OCC(=O)N(CCOC)c1c(N)n(CC(C)C)c(=O)[nH]c1=O | 0.9 | -5 | 0 | / | 5.0 | 0.1 | ? | 6 | / | -3 |
| CCc1nc(SCC(=O)Nc2cc(C)ccc2OC)c2c(C)c(C)sc2n1 | -0.2 | 9 | 1 | 18 | -4.8 | -1.0 | 23 | 7 | -5 | -10 |
| Cc1ccccc1CCNC(=O)C1CCC(=O)N(Cc2ccc(Cl)cc2)C1 (stereo unspecified) | 0.6 | 17 | -1 | 10 | i | -0.8 | -3 | 1 | 0 | 1 |
| Cc1ccc(CN2CCN(C(=O)CCC(=O)Nc3nnc(C(C)C)s3)CC2)c(C)c1 | 0.4 | 36 | 4 | 25 | -0.3 | 0.4 | 1 | -5 | -5 | 11 |
| CC(C)(C)c1cc(NC(=O)c2cccnc2)no1 | / | 5 | 8 | 5 | -0.2 | 0.7 | -4 | 2 | 1 | -8 |
| CC(=O)Nc1cccc(N2CCCC2=O)c1 | 1.1 | 3 | 1 | 4 | -0.2 | -1.3 | 0 | 2 | 1 | -27 |
| Cc1ccc2c(c1)N(C(=O)CCC(=O)NCCCN1CCOCC1)CCO2 | 0.9 | 2 | 7 | 29 | -0.3 | -0.4 | -5 | 6 | 1 | 1 |
| O=C(CCS(=O)(=O)c1ccccc1)Nc1ccc(N2CCN(Cc3ccccc3)CC2)cc1 | -0.3 | 19 | 8 | / | i | 0.1 | -16 | -5 | / | 26 |
| CCOc1ccc(S(=O)(=O)N2CCN(c3ccccc3)CC2)c2cccnc12 | 1.5 | 19 | 9 | 9 | i | 2.6 | -4 | -6 | 10 | -7 |
| O=C(CSCc1c(Cl)cccc1Cl)Nc1ccc2c(c1)OCO2 | / | 18 | 10 | 26 | i | -0.2 | -1 | 5 | 2 | -3 |
| CCCCCCNC(=O)N1C/C=C\C(c2ccc(OC)cc2)N(Cc2ccc(F)cc2)C(=O)C1 (stereo unspecified) | 1.5 | 3 | 2 | 19 | 0.8 | -0.7 | -4 | -12 | / | -28 |
| Cc1ccc(C(C)C)c(OCC(=O)N/N=C/c2cccn2C)c1 | 1.7 | 28 | 8 | 21 | 0.8 | 2.7 | / | 1 | 6 | i |
| CC1(C)CC2(CCO1)OC(=O)CC2C(=O)Nc1ccc(Cl)cc1[N+](=O)[O-] (stereo unspecified) | 2.0 | -3 | 7 | 1 | -0.9 | -0.1 | 1 | -1 | -3 | -7 |
| COc1cc(/C=C2\SC(=N)N(c3ccc4c(c3)OCO4)C2=O)cc(OC)c1O | 0.1 | -4 | -127 | 37 | -0.2 | -0.5 | 0 | -14 | 0 | -10 |
| CCOC(=O)c1ccc(NC(=O)Nc2cc(C)on2)cc1 | / | 8 | -1 | 3 | -1.5 | -1.6 | -3 | -5 | -3 | -8 |
| Cc1ccc2cc(CCl)c(Cl)nc2c1 | 1.5 | 5 | 2 | 7 | -0.7 | 1.0 | -1 | -4 | 3 | -2 |

Results in Vc quorum ag and Y pestis TopoI (2 entries from above):
compound	Vc quorum ag	Y pestis TopoI
O=C(CSCc1c(Cl)cccc1Cl)Nc1ccc2c(c1)OCO2	i	18
O=C(O)c1cccc(NS(=O)(=O)c2cccc(C(=O)Nc3ccccc3[N+](=O)[O-])c2)c1	-0.9	3

Continuation:
| structure | TcdB inh | Y pestis TopoI | MazEF act | VHR inh abs | Vc quorum ag | PfHsp40 yeast | Anthrax LF prot | Rv3671c protease | 3CLpro inhibitor | SSB-PriA inh |
| --- | --- | --- | --- | --- | --- | --- | --- | --- | --- | --- |
| CCOc1ccc(NC(=O)COC(=O)Cn2cnnn2)cc1OCC | 0.6 | -7 | -14 | 17 | i | 0.2 | -1 | 4 | 4 | -7 |
| CNC(=O)/C(C#N)=C\c1cc(C)n(-c2ccc(N3CCOCC3)cc2)c1C | 0.7 | -5 | -14 | 25 | -0.7 | / | 0 | 6 | 0 | -3 |
| NC(=S)NN=C1c2ccccc2-c2ccccc21 | 1.3 | -3 | 9 | 16 | -1.4 | 22 | -6 | -4 | 0 | -3 |
| COC(=O)C(NC(=O)CCc1c(C)nc2c(c(C)nn2-c2ccccc2)c1C)C(C)C (stereo unspecified) | 0.4 | 5 | -2 | 2 | -0.3 | 1.4 | -5 | / | 0 | -6 |
| O=C(Nc1ccc(NC(=O)c2ccccc2O)cc1)Nc1ccc(F)cc1F | 1.4 | 8 | -16 | 0 | -0.8 | 0.5 | -2 | -27 | 3 | -18 |
| CC1(C)NC(=O)N(CC(O)COc2ccccc2C(=O)N2CCCCC2)C1=O (stereo unspecified) | / | 1 | 1 | 10 | -0.3 | 0.9 | -1 | -5 | 4 | -4 |
| CN1C(C(=O)NCc2cccs2)=CC(c2ccc(F)cc2)=NS1(=O)=O | 0.6 | -7 | 7 | 18 | -0.5 | -0.7 | -1 | -4 | 1 | 15 |
| COc1ccc(NC(=O)CN2C(=O)NC3(CCCCC3C)C2=O)cc1OC (stereo unspecified) | -1.0 | 1 | 0 | / | i | 0.2 | 2 | -8 | / | -5 |
| CCOC(=O)c1cccc(NC(=O)C2CCN(S(=O)(=O)c3cnc[nH]3)CC2)c1 | 0.1 | 18 | 4 | 0 | -0.2 | 0.0 | -16 | 9 | 0 | -16 |
| CC(=O)Oc1ccc(-c2csc(Nc3cccnc3)n2)cc1 | / | 6 | 10 | 19 | i | -0.1 | -2 | -6 | 0 | -11 |
| Cc1cc(C)c(C(=O)COC(=O)c2cc([N+](=O)[O-])ccc2N2CCOCC2)cc1C | 1.2 | 21 | -8 | / | -5.9 | -1.2 | -2 | -1 | / | -5 |
| O=C(O)c1cccc(N2C(=O)C3C4C=CC(C4=C(c4ccccc4)c4ccccc4)C3C2=O)c1 (stereo unspecified) | 0.8 | 6 | 19 | -12 | -0.4 | -0.5 | -6 | -2 | 3 | 12 |
| COc1ccc(-c2[nH]ncc2C=O)cc1 | / | -2 | 0 | 3 | i | -0.3 | 1 | -7 | 2 | 4 |
| CCOC(=O)N1CCC(NC(=O)CC(NS(=O)(=O)c2ccc(C)cc2)c2ccco2)CC1 (stereo unspecified) | / | -13 | 2 | 24 | i | -0.8 | -10 | -2 | -1 | -19 |
| O=c1c(Cc2ccc(Cl)cc2Cl)c(O)ccn1Cc1ccc(Cl)cc1 | / | -8 | 7 | 27 | i | 0.6 | -1 | -36 | 6 | -6 |
| CC(=O)N1CCC(=NNS(=O)(=O)c2cccc([N+](=O)[O-])c2)CC1 | / | 2 | 53* | 8 | 1.1 | 0.2 | -14 | / | 4 | -2 |
| Clc1ccc2ccc3cccnc3c2n1 | 0.6 | 3 | 5 | 66 | -0.8 | 3.6 | -6 | / | -1 | -8 |
| COc1ccc(/C=C/C(=O)NC(=S)Nc2ccc(S(=O)(=O)Nc3ccc(OC)nn3)cc2)cc1 | / | 6 | -4 | 15 | -1.4 | -0.4 | -6 | -14 | 1 | 22 |
| O=C(Nc1ccccc1)C1=C[C@@H](c2ccc(C(F)(F)F)cc2)C[C@@H](OCc2ccc(CO)cc2)O1 | -0.6&0.5 | -6 | 2 | 32 | -0.5 | 0.1 | 1 | -34 | 6 | -6 |
| COc1ccc([C@H]2/C=C\CN(C(=O)c3ccccc3)[C@@H](C)C(=O)N2Cc2ccc(F)cc2)cc1 | 0.9 | 15 | 1 | / | 1.5 | 0.4 | 4 | 11 | / | 10 |
| O=c1c2ccc(F)cc2sn1-c1ccccc1 | 0.0 | -8 | -8 | / | -0.7 | / | -2 | / | / | / |
| COc1ccc([N+](=O)[O-])cc1NS(=O)(=O)c1cccc(C(=O)OC2CCOC2=O)c1 (stereo unspecified) | 3.0 | 0 | 6 | / | i | -1.9 | -3 | 1 | / | -7 |
| CCn1cc(Br)c(C(=O)Nc2ccc(Cl)c(Cl)c2)n1 | / | -3 | 50 | 22 | -0.3 | 3.4 | -4 | -17 | -1 | 5 |
| COCCN(CC(=O)Nc1cccc(C)c1C)C(=O)c1ccc(S(=O)(=O)N2CCOCC2)cc1 | -0.5 | -2 | 1 | / | -0.9 | 0.3 | -3 | / | / | -15 |
| Cc1cccc(NC(=O)c2nc[nH]c2C(=O)NC2CCN(C(=O)OC(C)(C)C)CC2)c1 | -11 | -6 | 5 | / | 0.4 | 1.5 | -6 | -5 | / | -3 |
| Cc1nc(SCC(=O)NNC(=O)c2ccc(F)cc2)c2ccccc2n1 | 6.2 | -8 | 9 | / | -0.7 | 0.0 | 4 | -2 | / | 3 |
| O=C(NC(=S)Nc1nc(-c2ccccc2)cs1)c1cccnc1 | / | -8 | -13 | -1 | i | -1.9 | -6 | -3 | 1 | -1 |
